TRPC4 inh: inhibitors of mouse TRPC4 channel; AID 2247; B-score at 10 µM; Q9QUQ5; HEK293 TRPC4beta/mu-opioid, DAMGO-evoked Fluo4 calcium flux; stronger effect = lower value; hit rate 0.39% among 300,000;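 active means B-score over 3 SD under the library average, no early fluorescence shift, positive overall ratio signal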
Target sequence (Q9QUQ5 whole entry, looked up): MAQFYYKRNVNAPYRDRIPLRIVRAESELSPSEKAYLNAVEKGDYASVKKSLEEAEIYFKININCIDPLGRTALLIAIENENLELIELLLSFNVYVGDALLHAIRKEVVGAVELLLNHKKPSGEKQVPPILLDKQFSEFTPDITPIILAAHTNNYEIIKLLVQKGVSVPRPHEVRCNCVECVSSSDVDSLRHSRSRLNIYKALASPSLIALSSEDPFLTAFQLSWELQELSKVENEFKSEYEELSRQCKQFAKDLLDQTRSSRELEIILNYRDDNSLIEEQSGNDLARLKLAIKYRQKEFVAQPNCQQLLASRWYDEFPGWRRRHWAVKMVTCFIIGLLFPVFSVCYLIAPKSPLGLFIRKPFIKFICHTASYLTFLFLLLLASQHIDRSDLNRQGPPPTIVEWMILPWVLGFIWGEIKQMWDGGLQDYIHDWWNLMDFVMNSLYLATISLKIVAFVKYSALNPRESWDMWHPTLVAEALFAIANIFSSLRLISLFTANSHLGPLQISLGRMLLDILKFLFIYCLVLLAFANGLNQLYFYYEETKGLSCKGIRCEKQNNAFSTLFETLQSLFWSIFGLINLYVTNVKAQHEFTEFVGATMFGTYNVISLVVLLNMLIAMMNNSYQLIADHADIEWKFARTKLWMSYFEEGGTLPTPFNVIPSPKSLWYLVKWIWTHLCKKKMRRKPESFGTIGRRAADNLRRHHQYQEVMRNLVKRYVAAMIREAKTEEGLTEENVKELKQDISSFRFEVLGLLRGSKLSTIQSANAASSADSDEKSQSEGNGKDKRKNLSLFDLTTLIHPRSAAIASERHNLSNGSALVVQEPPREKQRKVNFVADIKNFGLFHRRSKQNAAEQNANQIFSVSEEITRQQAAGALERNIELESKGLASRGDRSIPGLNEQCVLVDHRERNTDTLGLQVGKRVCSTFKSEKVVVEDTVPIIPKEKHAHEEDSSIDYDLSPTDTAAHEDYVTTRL
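Assay system – HEK293 line stably carrying TRPC4beta and mu-opioid receptor · Doses – single dose · Detection – Fluo4 calcium-dye fluorescence, kinetic read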
MrgX1 antag: human MrgX1 receptor antagonism, primary screen; AID 588676; Q96LB2; B-score at 10 µM; MRGX1-HEK293 calcium flux, Fluo-4, BAM8-22 antagonism; stronger effect = lower value; hit rate 1.3% among 310,000;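 active means calcium-response B-score plate-corrected more than 3 library SD below zero, starting fluorescence within 5 deviations, no agonist response on first addition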;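 further: peak minus trough fluorescence over baseline after final BAM8-22 challenge near maximal dose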
SKKanGAS inh: inhibitors of SKKanGAS S. pyogenes growth in kanamycin (SK-promoter or general growth effect); hit rate 1.3% among 300,000; AID 1662; inhibition, % at 7.5 µM; BacTiter-Glo, 6 h;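 active means mean replicate score, as percent of positive control median, at least 50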;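 further: strain carries kanamycin resistance gene driven by streptokinase promoter and grows in 40 µg/ml kanamycin; loss of luminescence reflects streptokinase promoter inhibition or plain growth inhibition; 0% = median of DMSO wells and 100% = positive control at its reference dose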
ANO1 block: blocks the mouse calcium-activated chloride channel TMEM16A. HEK293 TMEM16A/YFP iodide influx fluorescence, ionomycin. normalized B-score (activity score, 25-100; higher = stronger inhibition) at 10 µM. hit rate 1.2% among 310,000. AID 588511;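 active means ratio plate-corrected score three or more library SD toward inhibition, starting fluorescence score within five deviations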;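 further: score derived from kinetic fluorescence span divided by baseline fluorescence per well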
MrgX1 ag: human MrgX1 receptor agonism, primary screen | MrgX1-HEK293 cells, Fluo-4 calcium fluorescence, agonist mode; stronger effect = higher value | B-score at 10 µM | hit rate 0.44% among 310,000 | AID 588627;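 active means calcium response B-score plate-corrected fluorescence ratio at least 3 library SD, with starting fluorescence B-score inside 5 SD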
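Material: MrgX1-expressing HEK293 cells / Dosing: compound as first of three additions / Incubation: overnight seeding, then 1 h dark dye loading / Signal: Fluo-4 NW calcium fluorescence / Evaluation: B-scored fluorescence response ratio / Benchmarks: positive and negative control wells on each plate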
TMEM16A act: mouse TMEM16A channel activation, primary screen. B-score at 10 µM. hit rate 0.3% among 340,000. Q8BHY3. AID 623877. HEK293 TMEM16A/YFP-H148Q/I152L, iodide quench fluorescence; stronger effect = lower value;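 active means fluorescence-ratio B-score plate-corrected deviation score at least 3 library SD below zero, with starting fluorescence score within 5 deviations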;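 further: channel opened by trigger with iodide after compound preincubation; score built on the fluorescence ratio of max minus min over baseline; more negative score means more quench and so TMEM16A activation or potentiation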
TRPC6 activator: mouse TRPC6 channel activation. Q61143. HEK293-TRPC6 membrane potential dye fluorescence; stronger effect = higher value. B-score at 10 µM. hit rate 0.13% among 310,000;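 active means B-score of the integrated fluorescence ratio above library mean plus 3 SD, and starting fluorescence ratio within library mean plus 5 SD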;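 further: higher score means more depolarization so channel activation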
MrgX1 allo act: human MrgX1 positive allosteric modulation, primary screen; Q96LB2; MrgX1-HEK293, Fluo-4 calcium flux, FDSS; stronger effect = higher value; B-score at 10 µM; hit rate 0.63% among 310,000;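 active means plate-corrected calcium response at least 3 library SD above typical, normal starting fluorescence, not activating the receptor alone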;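 further: compound read alongside a low EC10 to EC30 dose of BAM8-22 agonist; peak minus trough fluorescence over baseline measured at the second addition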
TRPC4 act: opens the mouse TRPC4 cation channel | Q9QUQ5 | HEK293 TRPC4beta/mu-opioid, Fluo4 calcium fluorescence; stronger effect = higher value | B-score at 10 µM | hit rate 0.49% among 310,000;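 active means B-score above 5 SD of library B-scores, and initial fluorescence ratio not above library mean plus 5 SD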;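 further: positive B-score marks a calcium rise read as TRPC4 activation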
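System – HEK293 cells stably co-expressing mouse TRPC4beta and mu-opioid receptor · Signal – Fluo4 calcium-sensitive dye fluorescence, kinetic, 1 Hz baseline · Benchmarks – buffer (low) and maximal DAMGO (high) · Read-out – B score of integrated fluorescence ratio per well · Incubation – dye loading 45 min room temperature, 110 s kinetic read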
TRPC4 PAM: allosteric potentiators of mouse TRPC4 channel | B-score at 10 µM | HEK293 TRPC4beta/mu-opioid, DAMGO EC20, Fluo-4 Ca2+ flux; stronger effect = higher value | hit rate 0.42% among 310,000 | AID 2227;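 active means B-score of calcium response area above 5 SD of library B-scores, with initial fluorescence ratio within 5 SD of library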;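 further: B-score of integrated fluorescence ratio over time as area under calcium response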
TRPC6 inh: blocks the mouse TRPC6 cation channel | HEK293-TRPC6, membrane potential dye, ACh-evoked depolarization; stronger effect = lower value | B-score at 10 µM | Q61143 | hit rate 1.1% among 310,000;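 active means B-score under library mean minus 3 SD, initial fluorescence not abnormally high, positive integrated signal ratio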;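 further: B-score derived from integrated fluorescence ratio over the kinetic read; more negative B-score means stronger inhibition of depolarization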
* = called active by the depositor; i = inactive; · = not tested or not shown. Hits appear at their usual frequency; overall some 6.7% were active at least once.

SMILES | TRPC4 inh | MrgX1 antag | SKKanGAS inh | ANO1 block | MrgX1 ag | TMEM16A act | TRPC6 activator | MrgX1 allo act | TRPC4 act | TRPC4 PAM | TRPC6 inh
CCSc1nnc(NC(=O)c2nc(S(=O)(=O)Cc3ccc(F)cc3)ncc2Cl)s1 | i | i | -5.2 | i | i | i | i | i | i | i | i
Cc1nnc(SCC(=O)N2CCc3ccccc3C2)n1-c1ccccc1 | i | i | 1.3 | i | i | i | i | i | i | i | i
COc1cccc(OCc2nc3ccccc3[nH]2)c1 | i | i | 3.5 | i | i | i | i | i | i | i | i
O=C(c1cc([N+](=O)[O-])ccc1N1CCOCC1)N1CCCCC1 | i | i | -0.5 | i | i | i | i | i | i | i | i
CC(=O)c1cccc(CN2CCN(CC(C)C)C(CCO)C2)c1 (centres undefined) | i | i | 5.0 | i | i | i | i | i | i | i | i
O=C1CC(=O)CC(c2ccco2)C1 | · | i | · | i | i | i | · | i | · | · | ·
O=C(NCc1cccs1)c1csc2ccccc12 | i | i | 2.6 | i | i | i | i | i | i | i | i
O=C(N/N=C/c1ccccc1O)c1cc[n+]([O-])cc1 | i | i | -2.5 | i | i | i | i | i | i | i | i
O=C(CCCN1C(=O)c2ccccc2C1=O)Nc1ccc(S(=O)(=O)N2CCCCC2)cc1 | i | i | -0.8 | i | i | i | i | i | i | i | i
O=C(NCc1cccs1)C(=O)NCC(c1ccco1)N1CCN(c2ccc(F)cc2)CC1 (centres undefined) | i | i | -4.7 | i | i | i | i | i | i | i | i
CCN(CC)CCCNC(=O)c1cc2c(=O)n(CC)c3ccccc3c2s1 | i | i | 3.6 | i | i | i | i | i | i | i | i
O=C1O/C(=C\c2ccccc2)c2ccccc21 | i | i | -7.5 | i | i | i | i | i | i | i | i
COc1ccccc1NC(=O)N(CCCN1CCOCC1)Cc1cc2cc3c(cc2[nH]c1=O)OCO3 | i | i | 23.1 | i | i | i | i | i | i | i | i
Cc1cccc(C)c1NC(=O)CN(C)C(=O)c1cc([N+](=O)[O-])ccc1N1CCOCC1 | i | i | -2.2 | i | i | i | i | i | i | i | i
COc1ccc(-c2nc(CS(=O)(=O)CC(=O)NCc3ccccc3OC)c(C)o2)cc1 | i | i | -12.6 | i | i | i | i | i | i | i | i
CCOC(=O)c1c(NC(=O)CSc2nnnn2-c2ccccc2OCC)sc2c1CC(C)(C)NC2(C)C | i | i | -6.4 | i | i | i | i | i | i | i | i
O=C(Nc1ccc(N2CCCC2)c(Cl)c1)c1cccs1 | i | i | -7.9 | i | i | i | i | i | i | i | i
CC(CN1C(C)CCCC1C)OC(=O)c1cccc(Br)c1 (centres undefined) | i | i | -2.6 | i | i | i | i | i | i | i | i
CC1=C(C(=O)OC2CCCCCC2)C(c2ccc(C)o2)C2=C(CCCC2=O)N1 (centres undefined) | i | i | -1.2 | i | i | i | i | i | i | i | i
COc1ccccc1CNc1ccc([N+](=O)[O-])cc1C | i | i | 11.3 | 25* | i | i | i | i | i | i | i
Cc1cccc(NC(=O)CSc2ncnc3c2oc2ccccc23)c1 | i | i | 2.9 | i | i | i | i | i | i | i | i
COc1nc(N(C)C)nc(N(C#N)S(=O)(=O)c2ccc(C)cc2)n1 | i | i | 0.3 | i | i | i | i | i | i | i | i
COCCCn1c(SCC(=O)NCc2ccco2)nc2sc3c(c2c1=O)CCC3 | i | i | -1.6 | i | i | i | i | i | i | i | i
CC(C)c1ccccc1NC1=CC(=O)CC(C)(C)C1 | i | i | -0.8 | i | i | i | i | i | i | i | i
COc1ccc(S(=O)(=O)N(CC(=O)NCCC(C)C)c2ccccc2)cc1OC | i | i | -3.2 | i | i | i | i | i | i | i | i
CC1CCN(C(=S)Nc2cccc(S(=O)(=O)N(C)C)c2)CC1 | i | i | 24.8 | i | i | i | i | i | i | i | i
COc1ccc(N2CCN(S(=O)(=O)CCNC(=O)COc3ccccc3OC)CC2)cc1 | i | i | 4.4 | i | i | i | i | i | i | i | i
O=C(CS(=O)(=O)c1cn(Cc2ccccc2Cl)c2ccccc12)N1CCOCC1 | i | i | 4.3 | i | i | i | i | i | i | i | i
COc1ccc2nc3oc(C(=O)NCc4cccs4)cc3cc2c1 | i | i | 3.9 | i | i | i | i | i | i | i | i
CC(=O)OCc1c(F)c(F)c(-n2nc(C)cc2C)c(F)c1F | i | i | -3.2 | i | i | i | i | i | i | i | i
COc1ccc(S(=O)(=O)N2CCN(CC(=O)Nc3ccc(C)c(F)c3)CC2)cc1 | i | · | 3.7 | · | · | i | i | · | i | i | i
O=C(COc1ccc(Cl)cc1)N(Cc1ccccc1)c1nc(-c2ccccc2)cs1 | i | i | 8.6 | i | i | i | i | i | i | i | i
COc1ccc(S(=O)(=O)Cc2ccc(C(=O)NCCc3cc(OC)ccc3OC)o2)cc1 | i | i | -5.1 | i | i | i | i | 7.5* | i | i | i
CC(=O)/C(C#N)=C1\NC(=O)C(Cc2cc(Cl)ccc2Cl)S1 (centres undefined) | i | i | 14.8 | 100* | i | i | i | i | i | i | i
CSc1nc(C(=O)N2CCCC(Nc3ccc(C)c(C)c3)C2)cs1 (centres undefined) | i | i | -2.0 | i | i | i | i | i | i | i | i
CC(C)CN(CC(C)C)S(=O)(=O)c1cc([N+](=O)[O-])ccc1N1CCCCCC1 | i | i | 9.6 | i | i | i | i | i | i | i | i
O=C(COc1ccccc1[N+](=O)[O-])N(Cc1ccccc1)c1ccccn1 | i | i | -5.0 | i | i | i | i | i | i | i | i
Cc1cccc(NC(=O)CSc2nnc(C)c(C)n2)c1 | i | i | 1.4 | i | i | i | i | i | i | i | i
S=C(Nc1ccc2c(c1)OCCO2)Nc1ccc2c(c1)OCO2 | i | i | -2.6 | i | i | i | i | i | i | i | i
Cc1cn([C@H]2C=C[C@@H](CO)O2)c(=O)[nH]c1=O | i | i | -4.5 | i | i | i | i | 9.41* | i | i | i
O=C(O)Cn1ncn(-c2ccc(OC(F)(F)F)cc2)c1=O | i | i | 0.8 | i | i | i | i | i | i | i | i
CCOc1cccc(C2C(C#N)=C(N)Oc3cc(C)[nH]c(=O)c32)c1OCC (centres undefined) | i | i | -10.8 | i | i | i | i | i | i | i | i
CCn1c(SC(C)C(=O)O)nc2sc3c(c2c1=O)CCC3 (centres undefined) | i | i | · | i | i | i | i | i | i | i | i
COc1nccnc1NS(=O)(=O)c1ccc(N/C=C2\CCCCC2=O)cc1 | i | i | -2.8 | i | i | i | i | i | i | i | i
CCSc1nnc(NC(=O)c2ccc(S(=O)(=O)N(C)C)cc2)s1 | i | i | 0.5 | i | i | i | i | i | i | i | i
O=C(Nc1cnc2sc3c(n2c1=O)CCCC3)c1ccc(F)cc1 | i | i | 7.8 | i | i | i | i | i | i | i | i
O=S(Cc1ccc(Cl)cc1)CC(O)(c1ccccc1)c1ccccc1 (centres undefined) | i | i | 13.4 | i | i | i | i | i | i | i | i
CCc1cc[n+](-c2nc3ccccc3nc2C(=C=[N-])C#N)cc1 | i | i | 0.1 | i | i | i | i | i | i | i | i
Cn1c(=O)c2c(nc(Br)n2Cc2nnc(N)s2)n(C)c1=O | i | i | -4.2 | i | i | i | i | i | i | i | i
Cc1csc(SC(C)C(=O)Nc2ccc(Cl)cn2)n1 (centres undefined) | i | i | 6.9 | i | i | i | i | i | i | i | i
(listing goes on)
SMILES | TRPC4 inh | MrgX1 antag | SKKanGAS inh | ANO1 block | MrgX1 ag | TMEM16A act | TRPC6 activator | MrgX1 allo act | TRPC4 act | TRPC4 PAM | TRPC6 inh
Cc1nn(C)c(Oc2cccc(Cl)c2)c1C(=O)Nc1ccc(F)cc1 | i | i | 2.2 | i | i | i | i | i | i | i | i
COc1cc2c(cc1OC)CN(c1nc(-c3cccnc3)nc3ccccc13)CC2 | i | i | 14.8 | i | i | i | i | i | i | i | i
N#C/C(=C/c1ccc(N2CCOCC2)o1)c1ccc(Cl)cc1 | i | i | -11.1 | i | i | i | i | i | i | i | i
CC1=C(C(=O)OC(C)C)C(c2ccc(Br)s2)NC(=O)N1C (centres undefined) | i | i | 1.9 | i | i | i | i | i | i | i | i
Cc1cc(C(F)(F)F)n2ncc(C(=O)O)c2n1 | i | i | -3.2 | i | i | i | i | i | i | i | i
COc1ccc(N2CC(C(=O)Nc3nnc(SCC(=O)N4CCOCC4)s3)CC2=O)cc1 (centres undefined) | i | i | -1.0 | i | i | i | i | i | i | i | i
Cc1ccccc1Cn1nc(C)c(NC(=O)c2sc3ccccc3c2Cl)c1C | i | i | -3.2 | i | i | i | i | i | i | i | i
CC(=O)c1ccc(N/N=C2/CCCNC2=O)cc1 | i | i | -0.3 | i | i | i | i | i | i | i | i
CC(=O)c1cccc(NC(=S)NCc2ccccc2)c1 | i | i | 0.9 | i | i | i | i | i | i | i | i
O=C(Oc1ccc(C(=S)N2CCOCC2)cc1)c1ccc([N+](=O)[O-])cc1 | i | i | -1.1 | i | i | i | i | i | i | i | i
C=CCOc1cccc(C2/C(=C(\O)c3ccc(F)cc3)C(=O)C(=O)N2CCN(C)C)c1 (centres undefined) | i | i | -2.9 | i | i | i | i | i | i | i | i
O=C(NCCSCc1ccccc1)c1ccc(C2SCC(=O)N2Cc2ccccc2)cc1 (centres undefined) | i | i | -3.2 | i | i | i | i | i | i | i | i
COCCNC(=O)c1onc(CSc2ccccn2)c1C(=O)NCCOC | i | i | -0.6 | i | i | i | i | i | i | i | i
O=[N+]([O-])c1cc(/C=N/O)ccc1Sc1ccccc1 | i | i | -2.4 | i | i | i | i | i | i | i | i
CCOc1ccc(C(=O)C(C)OC(=O)Cn2cnc3c2c(=O)n(C)c(=O)n3C)cc1 (centres undefined) | i | i | -6.8 | i | i | i | i | i | i | i | i
COc1ccc(-n2nc(C(=O)N3CCC(N4CCCCC4)CC3)c3c4ccccc4n(C)c3c2=O)cc1 | i | i | 0.1 | i | i | i | i | i | i | i | i

Bioassay records: PubChem BioAssay, several laboratories
